# PHOSPHO1 inh: PHOSPHO1 (human) inhibition; Q8TCT1; recombinant PHOSPHO1, absorbance phosphatase assay; inhibition, % at 13.3 µM; 1.1% of 290,000 active; in the data active means inhibition above about 60%
# Target sequence (Q8TCT1 whole entry, looked up): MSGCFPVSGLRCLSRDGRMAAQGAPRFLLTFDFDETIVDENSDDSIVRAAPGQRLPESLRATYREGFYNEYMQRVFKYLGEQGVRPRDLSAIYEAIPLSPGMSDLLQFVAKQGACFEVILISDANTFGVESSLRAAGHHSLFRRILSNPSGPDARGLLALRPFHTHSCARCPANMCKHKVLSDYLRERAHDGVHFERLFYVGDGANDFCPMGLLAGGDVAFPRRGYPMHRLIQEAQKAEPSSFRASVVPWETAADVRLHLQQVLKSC
# MEKK3 PB1 HTS: MEKK3-MEK5 PB1 interaction, increase or decrease. Q99759. bead-based flow cytometry, Alexa488-MEK5 binding to MEKK3; actives lie on both sides; 0 = blocked by unlabeled MEK5, 100 = vehicle. binding response (% of control), % at 10 µM. 1.4% of 290,000 active. AID 1529;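 active means binding response more than 3 SD above or below the average of its plate-row segment, actives on both sides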;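 further: Alexa488 bead fluorescence after subtracting the streptavidin-only scavenger bead signal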
# NALP1 inh: blocks the NALP1 inflammasome reconstituted in yeast; 0.61% of 280,000 active; S. cerevisiae NALP1/ASC/caspase-1 growth, X-gal OD620, 72 h; inhibition, % at 10 µM; AID 2071; in the data active means inhibition mostly above about 24%, no sharp cut-off; inactive means mostly below about 32%; further: some compounds called inactive have numbers as strong as hits
# DNA FID counter: counter-screen for HCV NS3 helicase inhibitors: DNA intercalator displacement; DNA fluorescent intercalator displacement, fluorescence; inhibition, % at 7.9 µM; 0.17% of 290,000 active; AID 1845; in the data active means inhibition above about 37%;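 further: 0% = vehicle and 100% = reference compound; higher means more ethidium bromide displaced from hairpin DNA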
# MEKK2 WT-MEK5: raises or lowers MEK5 binding to wildtype human MEKK2 PB1 domain | bead flow cytometry, Alexa488-MEK5 binding to MEKK2 WT; actives lie on both sides | binding response (% of control), % at 10 µM | Q9Y2U5 | 1.1% of 290,000 active | AID 1531; in the data active means binding response below about 67% or above about 130%
# M18AAP inhibitor: PfM18AAP enzyme inhibition | 1.2% of 290,000 active | inhibition, % at 7.35 µM | recombinant PfM18AAP, H-Glu-NHMec fluorogenic cleavage | AID 1822;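 active means inhibition above the campaign mean inhibition over all tested compounds plus 3 SD, cut at about 28% in these data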;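 further: 0% = plate median of test compound wells and 100% = 2 mM ZnCl2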
# OXTR ag: agonists of human oxytocin receptor; P30559; CHO-OTR cells, Fluo-8 calcium fluorescence; normalized: DMSO 0%, oxytocin 100%; activation, % at 3 µM; 0.32% of 320,000 active; AID 2435;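 active means activation above the mean of all tested compounds plus 3 SD, cutoff set per screening run, cut at about 20% in these data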;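 further: peak over basal fluorescence ratio from a 100 s FLIPR kinetic read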
# Target sequence (P30559 whole entry, looked up): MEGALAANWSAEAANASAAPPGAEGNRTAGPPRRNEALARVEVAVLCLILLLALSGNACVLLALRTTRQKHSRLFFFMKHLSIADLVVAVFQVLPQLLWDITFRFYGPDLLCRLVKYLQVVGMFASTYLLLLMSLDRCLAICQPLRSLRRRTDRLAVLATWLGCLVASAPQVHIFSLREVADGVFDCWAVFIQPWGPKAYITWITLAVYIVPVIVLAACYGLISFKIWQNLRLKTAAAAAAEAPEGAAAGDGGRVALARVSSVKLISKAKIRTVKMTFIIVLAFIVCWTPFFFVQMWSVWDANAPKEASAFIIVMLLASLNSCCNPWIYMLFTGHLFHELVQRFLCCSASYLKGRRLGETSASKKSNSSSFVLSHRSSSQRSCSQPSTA
# MEKK2mut PB1 HTS: signal of MEK5 binding to mutant human MEKK2 PB1 domain | 0.35% of 290,000 active | percent response, % at 10 µM | AID 1530 | bead flow cytometry, Alexa488-MEK5 binding to MEKK2 mutant; in the data active means percent response above about 24%, passing the limit was not always enough; further: inactives centre near 1; some results filed as inactive read as strong as hits; reference of the scale not given here
# GPR7 antag: human neuropeptides B/W receptor 1 antagonism; 1.1% of 290,000 active; P48145; GPR7-expressing cells, fluorescence antagonist assay; inhibition, % at 4.4 µM; in the data active means inhibition above about 16%, passing the limit was not always enough;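 further: cells stimulated with the agonist NPW; 0% = agonist with vehicle and 100% = vehicle without agonist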
# Target sequence (P48145 whole entry, looked up): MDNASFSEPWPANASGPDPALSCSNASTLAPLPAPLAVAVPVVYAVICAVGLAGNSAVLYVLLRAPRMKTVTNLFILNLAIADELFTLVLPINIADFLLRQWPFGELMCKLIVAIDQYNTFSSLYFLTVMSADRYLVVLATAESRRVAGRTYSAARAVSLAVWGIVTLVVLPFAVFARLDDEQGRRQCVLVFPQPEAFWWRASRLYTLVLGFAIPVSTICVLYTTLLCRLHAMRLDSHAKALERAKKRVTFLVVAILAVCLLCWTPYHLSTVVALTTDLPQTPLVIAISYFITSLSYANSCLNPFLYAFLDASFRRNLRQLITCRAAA
# Numbers without * were called inactive; nt = not tested or not shown.
SMILES,PHOSPHO1 inh,MEKK3 PB1 HTS,NALP1 inh,DNA FID counter,MEKK2 WT-MEK5,M18AAP inhibitor,OXTR ag,MEKK2mut PB1 HTS,GPR7 antag
O=C(Nc1ccc(F)cc1)C1CCCN(S(=O)(=O)c2cccc3nonc23)C1 (stereo unspecified),-8.0,95.0,16.2,-1.1,98.0,-1.4,4.9,-8.0,-0.6
O=C(c1ccc(Cl)cc1)N1CCN(c2ccc(F)cc2)CC1,11.6,106.0,-3.9,-15.6,96.0,-5.9,-1.6,-3.0,15.6
CCC1Oc2ccc(C)cc2N(CC(=O)NCCCN2CCCCC2CC)C1=O (stereo unspecified),-13.6,95.0,7.9,25.9,103.0,0.6,-0.3,1.0,3.3
Cc1nc(NC(=O)/C=C/c2ccccc2)sc1C(=O)N(C)C,-4.4,92.0,8.2,-20.8,91.0,-10.8,-0.6,-3.0,-3.1
COCCOC(=O)C1=C(C)NC2(O)c3ccccc3C(=O)C12O (stereo unspecified),20.6,96.0,3.3,-1.4,92.0,1.1,0.3,-10.0,-10.3
COC(=O)C1CC(=O)c2ccsc2C1 (stereo unspecified),-7.4,99.0,14.9,-8.0,99.0,-4.4,2.1,1.0,-12.6
CC(C(=O)Nc1ccccc1Br)N1c2cccc3cccc(c23)S1(=O)=O (stereo unspecified),17.4,104.0,10.3,-21.5,102.0,0.3,0.3,2.0,-18.5
O=C(CNC(=O)c1ccc(Cl)cc1Cl)NCC1CCCO1 (stereo unspecified),6.2,101.0,26.3,-8.7,96.0,-1.8,-0.1,-3.0,-8.2
COc1ccc(C(=O)O)cc1S(=O)(=O)N(C)CCc1cccnc1,2.6,88.0,16.3,-1.1,92.0,1.7,1.9,-9.0,-7.0
NC(=S)NNc1ccc(Cl)c(Cl)c1,3.3,101.0,nt,3.4,98.0,26.0,1.2,-3.0,-7.5
COc1ccc(Cc2nnc(NC(=O)c3ccco3)s2)cc1OC,10.2,104.0,-11.3,-7.9,98.0,-3.7,0.1,0.0,-1.9
CCCCOC(=O)CSC(=S)N(C)Cc1cccs1,13.2,98.0,16.5,-7.6,100.0,3.8,-2.6,-1.0,-7.9
COc1ccccc1/C=C/C(=O)Nc1cccnc1,22.9,106.0,25.2,-3.1,113.0,-12.3,0.0,11.0,4.2
CCC(=O)Nc1ccc(NC(=O)c2oc3ccccc3c2C)cc1,29.5,105.0,-15.2,-30.3,107.0,0.4,1.3,11.0,-15.2
CCC1Sc2ccc(S(=O)(=O)CCC(=O)Nc3cc(C)ccn3)cc2NC1=O (stereo unspecified),58.3,97.0,6.6,-39.0,92.0,5.4,1.5,0.0,-8.6
O=C(Nc1ccc(F)cc1)c1cccc(N2C(=O)c3ccccc3C2=O)c1,37.0,97.0,18.9,-12.5,94.0,-14.9,0.8,-5.0,0.1
O=[N+]([O-])c1ccc(N2CCN(S(=O)(=O)c3ccc4ccccc4c3)CC2)cc1NCc1ccco1,32.6,95.0,34.1,-1.5,93.0,4.7,-0.2,-5.0,-0.3
Cc1nc(NCCN)c(C#N)c2c1COC(C)(C)C2,6.7,nt,8.1,-1.6,nt,3.8,3.0,nt,-0.9
CCN1CCCC1CNC(=O)CSc1cc(=O)n(C)c2cc(Cl)ccc12 (stereo unspecified),18.3,100.0,2.8,9.3,100.0,0.6,1.8,-3.0,-9.5
Cc1ccccc1NC(=O)NCCCCc1ccccc1,23.8,97.0,11.1,-23.0,96.0,3.3,-1.0,4.0,-6.2
C=CCNC(=S)/C(=C(/[O-])c1ccc([N+](=O)[O-])cc1)[n+]1ccccc1,31.7,95.0,6.7,1.7,96.0,0.4,-1.1,-1.0,-14.4
O=C(N[C@@H](Cc1ccccc1)C(=O)OCc1ccccc1)c1nc[nH]c1C(=O)N[C@@H](Cc1ccccc1)C(=O)OCc1ccccc1,4.0,101.0,-5.7,-21.0,98.0,-3.8,1.7,-8.0,-13.5
OCCOCCn1c(C(CO)Nc2nc(-c3ccccc3Br)cs2)nc2ccccc21 (stereo unspecified),nt,104.0,nt,nt,104.0,nt,3.5,1.0,nt
O=C(O)CCCCCN1C(=O)C(O)=C(C(=O)/C=C/c2ccccc2)C1c1ccc2c(c1)OCO2 (stereo unspecified),24.8,97.0,7.8,-43.7,93.0,54.9*,0.3,-8.0,6.7
CC(=O)c1ccc(Nc2nc(NCCO)nc(OC(C(F)(F)F)C(F)(F)F)n2)cc1,6.7,105.0,-1.0,-14.5,103.0,-0.1,-2.7,6.0,-1.1
CC(=O)Nc1c2c(nn1-c1ccc(Cl)cc1)CSC2,22.5,100.0,6.7,1.9,101.0,6.7,-1.2,4.0,-11.2
COc1ccc(-c2noc(CCC(=O)NCc3cc(Br)ccc3OC)n2)cc1,2.2,81.0,13.1,-15.7,85.0,0.7,-0.7,-11.0,5.7
CCC(C)NC(=O)C1CCN(CCCc2ccccc2)CC1 (stereo unspecified),23.9,108.0,21.4,4.4,115.0,-3.6,1.0,7.0,-8.6
CCN(CC)CCCNC(=O)C1CCC(CNS(=O)(=O)c2ccc(Cl)cc2)CC1 (stereo unspecified),47.9,104.0,-5.4,4.7,106.0,1.3,-0.4,8.0,-2.2
CC1(C)C(=O)OC(c2cccc([N+](=O)[O-])c2)C2(CCCCC2)C1=O (stereo unspecified),12.6,88.0,9.9,-0.9,84.0,0.2,-1.0,-5.0,-9.4
CC1CC(=O)c2cnc(N3CCOCC3)nc2C1 (stereo unspecified),12.6,103.0,13.6,-5.5,104.0,-10.9,1.8,5.0,-11.4
COc1ccc(C(=O)N2CC(=O)N(CCc3ccccc3)C(=O)C2)cc1OC,-4.1,100.0,4.8,-8.1,103.0,-9.0,2.1,3.0,-7.9
O=C(N/N=C\C=C\c1ccc([N+](=O)[O-])o1)c1cccs1,39.4,96.0,-31.9,-20.3,93.0,14.7,nt,2.0,1.2
Cn1nc([N+](=O)[O-])nc1Oc1ccccc1F,-9.5,96.0,1.8,-0.3,96.0,-2.0,1.0,-7.0,-11.3
O=C(O)c1cc(O)ccc1N=Nc1ccccc1,29.8,98.0,14.4,0.1,98.0,2.9,0.1,8.0,-8.5
COc1cc(C2NC(=O)NC(C)=C2C(=O)OCc2ccccc2)ccc1O (stereo unspecified),-2.2,97.0,10.4,nt,90.0,nt,0.6,2.0,nt
CCCCn1nc(NC(=O)COC)c2cc3ccc(C)cc3nc21,10.9,100.0,22.8,-21.4,108.0,-14.5,-1.7,2.0,-2.2
COc1cccc(C2NC(=O)NC(O)(C(F)(F)F)C2C(=O)c2cccnc2)c1OC (stereo unspecified),-6.0,105.0,-6.8,-3.8,104.0,0.1,1.1,-2.0,-8.6
COc1ccc(OC(C)C(=O)NCc2cccnc2)cc1 (stereo unspecified),-1.2,105.0,18.3,4.2,111.0,7.0,0.6,4.0,-15.9
COC(=O)c1nc(-c2ccccc2)n[nH]1,28.6,91.0,6.5,-5.5,93.0,-3.8,0.3,-8.0,2.3
O=C(NC1CCCCC1)C(c1ccccc1)N1CCCC1 (stereo unspecified),-17.8,101.0,-4.6,0.1,103.0,-0.3,-0.5,5.0,1.0
Cc1cc(C)cc(NC(=O)CN2CCC(NC(=O)c3ccccc3F)CC2)c1,13.5,104.0,8.3,-4.2,135.0*,0.7,-1.5,8.0,-13.2
Cc1ccccc1Nc1nc2nonc2nc1N1CCOCC1,-15.4,106.0,3.2,-2.2,103.0,-1.9,-0.1,3.0,0.7
CC(=O)Nc1c(C(=O)Nc2ccc3c(c2)OCO3)oc2ccccc12,18.5,103.0,18.9,-28.9,105.0,-6.6,-2.8,2.0,-13.4
COc1cccc(C(=O)N[C@@H](CCSC)c2nc3ccccc3[nH]2)c1,-7.7,106.0,7.4,-7.5,100.0,-9.4,-1.4,-8.0,-8.7

# Complete entries, quoted from the list. Values in the order: PHOSPHO1 inh	MEKK3 PB1 HTS	NALP1 inh	DNA FID counter	MEKK2 WT-MEK5	M18AAP inhibitor	OXTR ag	MEKK2mut PB1 HTS	GPR7 antag
# COc1ccc(OC(C)C(=O)NCc2cccnc2)cc1 (stereo unspecified) is listed with -1.2	105.0	18.3	4.2	111.0	7.0	0.6	4.0	-15.9
# Cc1cc(C)cc(NC(=O)CN2CCC(NC(=O)c3ccccc3F)CC2)c1 is listed with 13.5	104.0	8.3	-4.2	135.0*	0.7	-1.5	8.0	-13.2
# COC(=O)c1nc(-c2ccccc2)n[nH]1 is listed with 28.6	91.0	6.5	-5.5	93.0	-3.8	0.3	-8.0	2.3

# Next section:
SMILES,PHOSPHO1 inh,MEKK3 PB1 HTS,NALP1 inh,DNA FID counter,MEKK2 WT-MEK5,M18AAP inhibitor,OXTR ag,MEKK2mut PB1 HTS,GPR7 antag
O=C(Nn1nnnc1Nc1ccccc1)C12CC3CC(CC(C3)C1)C2,19.9,109.0,9.8,-6.1,109.0,-5.6,5.4,14.0,-9.6
Cc1noc(C)c1S(=O)(=O)N1CCC(C(=O)N2CCC(C)CC2)CC1,10.1,98.0,-25.3,-6.9,99.0,5.1,0.2,0.0,-11.6
Cc1cc(C)c(OCCN2CCOCC2)c(Cl)c1,29.5,106.0,4.5,-4.9,111.0,3.8,0.0,9.0,-17.4
CCOC(=O)[C@@H]1[C@H]2COc3ccccc3[C@H]2N2C(=O)N(c3ccc(F)cc3)C(=O)[C@]12C,4.0,101.0,16.5,-30.3,99.0,0.9,-0.6,-5.0,-8.1
COc1ccc(Br)cc1CSC(=N)N,6.4,99.0,7.4,3.0,98.0,5.1,5.8,-2.0,9.0
Cc1cc(C)cc(NC(=O)C2CCN(S(=O)(=O)c3c(C)n[nH]c3C)CC2)c1,-20.6,104.0,5.6,-11.4,107.0,-2.3,0.3,5.0,-3.6
COc1ccc(CSCC(=O)N/N=C/c2ccc(OCC(=O)NCc3ccco3)cc2)cc1,-11.9,101.0,8.0,-31.3,101.0,5.8,1.5,10.0,-7.3
COc1ccc(NC(=O)C2CCCN(C)C2)cc1OCC(C)C (stereo unspecified),17.3,110.0,2.0,14.4,101.0,6.4,0.5,3.0,-10.2
Cc1cccc(C)c1NC(=O)Cn1c(=O)n(CCCC(=O)NC2CCN(Cc3ccccc3)CC2)c(=O)c2ccccc21,28.0,101.0,19.9,7.7,102.0,-4.0,-1.7,0.0,4.6
Cc1ccc(CNS(=O)(=O)c2ccc3oc(C(=O)O)c(C)c3c2)cc1,-8.2,84.0,9.9,-3.9,89.0,-1.3,-0.1,0.0,-1.2
CCOC(=O)c1ccc(Nc2nc(C)nc3c2nnn3Cc2ccccc2)cc1,8.8,100.0,11.4,-24.5,105.0,6.3,1.1,7.0,-24.7
Clc1ncc(CN2CCN(Cc3ccccc3)CC2)s1,32.6,87.0,44.9,-1.6,96.0,16.5,-1.4,-9.0,-20.3
Cc1ccc(Oc2ccc(OCC(=O)NC3CCS(=O)(=O)C3)cc2)cc1 (stereo unspecified),-4.3,101.0,12.4,-22.1,103.0,-3.2,9.8,-1.0,-2.6
Cc1cccc(NC(=O)[C@@H]2CCCN2C(=O)OC(C)(C)C)c1,27.9,105.0,5.6,-13.5,102.0,-4.5,-0.1,11.0,-1.5
O=C(O)CSc1cccc2cccc(C(=O)O)c12,-0.5,107.0,nt,-2.2,111.0,1.5,0.3,4.0,4.8

# Bioassay records: PubChem BioAssay, several laboratories
